GAA glycogen – alters human alpha-glucosidase cleavage of glycogen | recombinant GAA, glycogen substrate, Amplex Red glucose oxidase fluorescence | Potency, µM (top dose mostly 76.4 µM), without a hit: top-dose activity change, negative = inhibition, actives largely listed as inhibitors | hit rate 0.38% among 300,000 | AID 2100; active means well fitted inhibition curve with a large enough effect; inconclusive means small, poorly fitted or top-dose-only effect, or another doubt; inactive means no such curve, though single readings can be large or run the other way;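 further: 0% = full enzyme reaction and -100% = no-enzyme basal signal; the screen sought inhibitors and activators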
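qHTS, 1536-well; enzyme 4 nM final; cpd up to 77 uM; substrate bovine liver glycogen 30 ug; 50 mM citrate/phosphate pH 5.0, 0.01% Tween-20; 37 C, 40 min; Amplex Red detection 45 min RT; Hill fit → AC50.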
Lamin A splicing – modulators of lamin A splicing; Potency, µM (titrated, usually from 46.1 µM), for the others: at the highest dose ratio change, negative = inhibition, hits mostly inhibitors; hit rate 0.01% among 200,000; HeLa LMNA splicing GFP/RFP minigene ratio, 48 h; active means well fitted inhibition curve with a large enough effect in the signal ratio, with a control signal flat, not every such curve was filed as active; inconclusive means small, poorly fitted or top-dose-only effect, or effect the other way, or a change in a side signal; the % refers to the signal ratio
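Read-out is the ratio of GFP to DsRed2 object intensity, acquired by 488 nm laser-scanning cytometry on HeLa lamin A-EGFP minigene reporter cells. Compound incubation 48 hrs at 37 °C in Opti-MEM with 2% FBS; DMSO 0.5% final.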
Numbers without * were called inactive; ? = inconclusive; & = joins results of further samples; [ ] = another dose, or the depositor's remark. Unless noted, on the % scale 0 is the no-effect control and ±100 the full control effect; potency means the concentration at half of the fitted maximal effect.

GAA glycogen	Lamin A splicing	canonical_smiles
-12%[76.3 µM]	-2%[46 µM]	CC(=O)c1ccc(NC(=O)c2nc(-c3ccc(Cl)cc3)n3c2CCCCC3)cc1
5%[76.3 µM]	8%[46 µM]	Cc1ccc(Cn2ccn(Cc3ccc(C)cc3)c(=O)c2=O)cc1
14%[76.3 µM]	8%[46 µM]	COc1ccc(CCNC(=O)C(CC(C)C)N2Cc3ccccc3C2=O)c(OC)c1OC (stereo not given)
13%[76.3 µM]	0%[46 µM]	CCOC(=O)C1CCCN(S(=O)(=O)c2cc3c(cc2C)NC(=O)CO3)C1 (stereo not given)
3%[76.3 µM]	?	Cc1ccccc1CNC(=O)c1ccc(-n2c(C)cc3c2CCCC3)cc1
-4%[76.3 µM]	?	CCCn1c2ccccc2c2cnn(CC(=O)N3CCN(c4ccccc4F)CC3)c(=O)c21
-19%[76.3 µM]	-13%[46 µM]	CN(C)CCNC(=O)c1ccc(-n2c(-c3ccccc3)cc3c2CCCCC3)cc1
1%[76.3 µM]	-2%[46 µM]	Cc1ccccc1C(=O)Nc1ccc2nc(SCCOc3ccccc3)sc2c1
-10%[76.3 µM]	?	Cc1ccc(NC(=O)CC(C)S(=O)(=O)c2ccc3c(c2)NC(=O)CO3)cc1C (stereo not given)
-5%[76.3 µM]	10%[46 µM]	Cc1ccc(Cn2cc(S(=O)(=O)c3ccccc3)c(=O)c3cc(F)c(N4CCOCC4)cc32)cc1
4%[76.3 µM]	2%[46 µM]	COc1ccc(NC(=O)Cc2noc3ccc(C)cc23)cc1Cl
16%[76.3 µM]	1%[46 µM]	CCS(=O)(=O)N1CC(=O)N(c2ccc(Cl)cc2)C(C)(C(=O)NC2CCCCC2)C1 (stereo not given)
2%[76.3 µM]	?	Cc1cccc(NC(=O)c2sc(-n3nc(C)c(Cc4ccc5c(c4)OCO5)c3C)nc2C)c1C
-5%&-5%[76.3 µM]	-27%[46 µM]	COc1ccccc1C(=O)Nc1nnc(S(=O)(=O)N2CCCCCC2)s1
-12%[76.3 µM]	?	CSc1ccc(CNC(=O)Cn2c(-c3cccs3)cc3cc(F)ccc32)cc1
-12%[76.3 µM]	9%[46 µM]	COCCNC(=O)CCN1C(=O)c2cccnc2Oc2ccc(C)cc21
-2%[76.3 µM]	1%[46 µM]	CCC1CN(C(=O)N2CCC(C(=O)NCCOC)CC2)c2ccccc2O1 (stereo not given)
5%[76.3 µM]	11%[46 µM]	COc1cccc(Cn2ccn(-c3ccc(F)cc3)c(=O)c2=O)c1
1%[76.3 µM]	16%[46 µM]	COC(=O)c1cc(S(=O)(=O)N2CCN(c3ccc(C)cc3C)CC2)cn1C
-2%[76.3 µM]	22%[46 µM]	COc1ccc(C2CC(=O)N(Cc3ccc(C)cc3)c3c2c(C)nn3-c2nc(C)cc(C)n2)c(OC)c1 (stereo not given)
-11%[76.3 µM]	?	CCCn1c2ccccc2c2cnn(CC(=O)Nc3ccc(C)cc3Br)c(=O)c21
-25%[76.3 µM]	-24%[46 µM]	O=C(c1cccc([N+](=O)[O-])c1)N1c2ncnn2C2(CCCCC2)[C@@H]2CCCC[C@@H]21
20%[76.3 µM]	29%[46 µM]	Cc1cccc(CNC(=O)c2oc3c(c2C)-c2nn(Cc4ccccc4Cl)cc2CC3)c1
-10%[76.3 µM]	9%[46 µM]	CCc1ccc(NC(=O)Cn2ccn(-c3ccc(OC)cc3)c(=O)c2=O)cc1
15%[76.3 µM]	15%[46 µM]	CCCC(=O)N1c2nc(-c3ccco3)nn2C2(CCCCC2)[C@@H]2CCCC[C@@H]21
?	7%[46 µM]	O=c1[nH]c2ccc(NCc3ccc(-c4ccc(F)cc4)o3)cc2[nH]1
-16%[76.3 µM]	?	COC(=O)c1ccc(NC(=O)c2cc(S(=O)(=O)N3CCc4ccccc43)cn2C)cc1
0%[76.3 µM]	5%[46 µM]	CCC(=O)N1c2nc(C(C)C)nn2C2(CCCCC2)[C@@H]2CCCC[C@@H]21
-2%[76.3 µM]	?	CC(NC(=O)c1cccc(Nc2nc3ccccc3n3nnnc23)c1)c1ccccc1 (stereo not given)
1%[76.3 µM]	?	CC(=O)c1ccc(N2CCN(S(=O)(=O)c3ccc4[nH]c5c(c4c3)CCCC5)CC2)cc1
12%[76.3 µM]	-16%[46 µM]	Cc1ccc(CN(C(=O)COc2cccc(Cl)c2)c2ccccn2)o1
-17%[76.3 µM]	10%[46 µM]	O=C(NCc1cccs1)c1ccc(Cn2c(SCc3ccccc3)nc3cccnc32)cc1
11%[76.3 µM]	1%[46 µM]	CCCCC(=O)Nc1cccc(-c2nc3ccccc3s2)c1
0%[76.3 µM]	?	CCC1CN(C(=O)Nc2cccc3c2CCCC3)c2ccccc2O1 (stereo not given)
?	-3%[46 µM]	CCN(CC)c1ccc(NS(=O)(=O)c2cc3[nH]c(=O)c(=O)[nH]c3cc2C)c(C)c1
13%[76.3 µM]	-17%[46 µM]	Cc1cccc(C)c1OCC(=O)NCC1(N2CCOCC2)CCCCC1
-2%[76.3 µM]	5%[46 µM]	CCOC(=O)c1ccc(NC(=O)c2csnn2)cc1
8%[76.3 µM]	16%[46 µM]	COc1ccc(CNc2nc(-c3ccco3)nn2S(=O)(=O)c2ccc(Cl)cc2)cc1OC
15%[76.3 µM]	6%[46 µM]	O=C(Nc1ccc2nc(SCCOc3ccccc3)sc2c1)c1ccccc1F
9%[76.3 µM]	4%[46 µM]	O=C(NCc1ccccc1)C(=O)NCC(c1cccnc1)N1CCN(c2ccccc2)CC1 (stereo not given)
1%[76.3 µM]	20%[46 µM]	Cc1cccc(OC(=O)c2cc(-c3ccc(Cl)cc3)on2)c1C
12%[76.3 µM]	5%[46 µM]	CCN(CC)S(=O)(=O)c1nnc(NC(=O)COc2ccccc2F)s1
12%[76.3 µM]	?	CSc1ccc(CCNC(=O)c2ccc(-n3c(C)cc4c3CCCC4)cc2)cc1
-2%[76.3 µM]	-3%[46 µM]	Cc1ccc(NC(=O)c2nc(S(C)(=O)=O)ncc2N(Cc2ccco2)Cc2ccco2)cc1
12%[76.3 µM]	-14%[46 µM]	CN(C(=O)C1CCCN(c2ncnc3c2nc2n3CCCCC2)C1)c1ccccc1F (stereo not given)
12%[76.3 µM]	9%[46 µM]	COc1ccc(OC)c(NC(=O)N2CC(C)Oc3ccc(C)cc32)c1 (stereo not given)
1%[76.3 µM]	-14%[46 µM]	O=C(NCC(c1ccc(Cl)cc1)N1CCCCC1)c1ccccc1 (stereo not given)
4%	?	COc1ccc(C(=O)N2CCN(CCc3ccccn3)CC2)cc1
8%[76.3 µM]	21%[46 µM]	Cc1ccc(OCCSc2nc3ccc(NC(=O)c4ccc(F)cc4)cc3s2)cc1
3%[76.3 µM]	3%[46 µM]	CC(Oc1ccccc1F)C(=O)NCC1(N2CCOCC2)CCCCC1 (stereo not given)
-13%[76.3 µM]	-16%[46 µM]	CC(=O)c1ccc(N2CCN(S(=O)(=O)c3ccc(-c4cnc(C5CC5)o4)cc3)CC2)cc1
18%[76.3 µM]	?	CC(C)Oc1ccc(C(=O)Nc2ccc(-c3nc4ccccc4s3)cc2)cc1
3%[76.3 µM]	-3%[46 µM]	COc1cccc(CNC(=O)C2CCCN(c3nc4ccccc4n4cccc34)C2)c1 (stereo not given)
6%[76.3 µM]	5%[46 µM]	Cc1cc2c(cc1S(=O)(=O)NCc1ccc(F)cc1)OCCN2C
2%[76.3 µM]	7%[46 µM]	CC1CCN(S(=O)(=O)c2nnc(NC(=O)c3cccc(Cl)c3)s2)CC1
-10%[76.3 µM]	-13%[46 µM]	CCS(=O)(=O)n1nc(-c2ccco2)nc1NCc1ccc(C(C)C)cc1
13%[76.3 µM]	-7%[46 µM]	Clc1ccc(N2CCN(c3ncnc4c3nc3n4CCCC3)CC2)cc1
-2%[76.3 µM]	?	Cc1oc(-c2cccc(Br)c2)nc1Cn1c(SCc2cccc(F)c2)nc2cccnc21
8%[76.3 µM]	-18%[46 µM]	CCCn1c2ccccc2c2cnn(CC(=O)NCCCN(Cc3ccccc3)C(C)C)c(=O)c21
13%[76.3 µM]	2%[46 µM]	CSc1ncc(C(=O)NCc2cccc(C)c2)c(-c2ccccc2)n1

In the list so far, two contain a thiophene ring, fused or not:
GAA glycogen	Lamin A splicing	canonical_smiles
-12%[76.3 µM]	?	CSc1ccc(CNC(=O)Cn2c(-c3cccs3)cc3cc(F)ccc32)cc1
-17%[76.3 µM]	10%[46 µM]	O=C(NCc1cccs1)c1ccc(Cn2c(SCc3ccccc3)nc3cccnc32)cc1

The listing picks up, starting 7 compounds before the break.
GAA glycogen	Lamin A splicing	canonical_smiles
6%[76.3 µM]	5%[46 µM]	Cc1cc2c(cc1S(=O)(=O)NCc1ccc(F)cc1)OCCN2C
2%[76.3 µM]	7%[46 µM]	CC1CCN(S(=O)(=O)c2nnc(NC(=O)c3cccc(Cl)c3)s2)CC1
-10%[76.3 µM]	-13%[46 µM]	CCS(=O)(=O)n1nc(-c2ccco2)nc1NCc1ccc(C(C)C)cc1
13%[76.3 µM]	-7%[46 µM]	Clc1ccc(N2CCN(c3ncnc4c3nc3n4CCCC3)CC2)cc1
-2%[76.3 µM]	?	Cc1oc(-c2cccc(Br)c2)nc1Cn1c(SCc2cccc(F)c2)nc2cccnc21
8%[76.3 µM]	-18%[46 µM]	CCCn1c2ccccc2c2cnn(CC(=O)NCCCN(Cc3ccccc3)C(C)C)c(=O)c21
13%[76.3 µM]	2%[46 µM]	CSc1ncc(C(=O)NCc2cccc(C)c2)c(-c2ccccc2)n1
14%[76.3 µM]	6%[46 µM]	Cc1ccc(-c2ccc(=O)n(CC(=O)Nc3ccc(F)c(Cl)c3)n2)cc1C
4%[76.3 µM]	-1%[46 µM]	Cc1ccc(-n2c(=O)c3c(c4cc(C)ccc4n3C)n(CC(=O)NCCC3=CCCCC3)c2=O)cc1
3%[76.3 µM]	?	CN1CCN(C2(CNC(=O)c3ccc([N+](=O)[O-])cc3)CCCCC2)CC1
10%[76.3 µM]	17%[46 µM]	O=C1Nc2ccccc2C1Cc1ccc(Br)cc1 (stereo not given)
-4%[76.3 µM]	8%[46 µM]	CCOc1cccc2cc(-c3nc4sc5c(c4c(=O)[nH]3)CCC(C)C5)c(=O)oc12 (stereo not given)
18%[76.3 µM]	8%[46 µM]	COc1ccccc1CNC(=O)CN1C(=O)CCCc2ccccc21
?	4%[46 µM]	CC1Cc2cc(S(=O)(=O)NCc3ccc(N(C)C)cc3)ccc2N1C(=O)C1CCC1 (stereo not given)
10%[76.3 µM]	23%[46 µM]	CCC(=O)Nc1ccc2nc(SCc3ccccc3)sc2c1
-10%[76.3 µM]	-10%[46 µM]	CCCn1cc(S(=O)(=O)c2cccc(Cl)c2)c(=O)c2cc(F)c(N3CCCC3)cc21
4%[76.3 µM]	-6%[46 µM]	Cc1cccc(NC(=O)C(c2ccccc2)N2Cc3ccccc3C2=O)c1C (stereo not given)
-7%[76.3 µM]	?	COc1ccc(-c2nc3ccc(NS(=O)(=O)c4ccc(C)cc4)cc3o2)cc1
3%[76.3 µM]	10%[46 µM]	CCOC(=O)C1CCN(C(=O)Cn2ncc3c([nH]c4ccccc43)c2=O)CC1
-12%[76.3 µM]	-20%[46 µM]	Cc1ccc(C)c(CN2CCC(CNC(=O)C(CC(C)C)N3Cc4ccccc4C3=O)CC2)c1 (stereo not given)
5%[76.3 µM]	-9%[46 µM]	Cc1ccc(S(=O)(=O)c2cn(C)c3cc(N4CCCC(C)C4)c(F)cc3c2=O)c(C)c1 (stereo not given)
-2%[76.3 µM]	-22%[46 µM]	CCOC(=O)Cc1ccc(NC(=O)N2CCOc3ccc(C)cc32)cc1
12%&-2%[76.3 µM]	9%[46 µM]	Cc1ccc(N2CCN(S(=O)(=O)c3nnc(NC(=O)c4ccccc4)s3)CC2)cc1
?	3%[46 µM]	CCOCCCNC(=O)NC(C)c1c(-n2cccc2)sc2c1CCN(CC)C2 (stereo not given)
-12%[76.3 µM]	19%[46 µM]	CN(c1ccccc1)S(=O)(=O)c1nnc(NC(=O)c2cccs2)s1
-5%[76.3 µM]	-16%[46 µM]	COc1ccc(-c2cn3nc(N4CCC(C(=O)Nc5ccc(C)cc5)CC4)sc3n2)cc1
9%[76.3 µM]	-15%[46 µM]	CCOc1cc(C(=O)Nc2ccc3nc(Nc4cccc(Cl)c4)cc(C)c3c2)cc(OCC)c1OCC
14%[76.3 µM]	-11%[46 µM]	COc1cccc(C(=O)N2CCC(c3nc4ccccc4s3)CC2)c1
1%[76.3 µM]	?	COc1ccc(-c2nc3cc(NC(=O)COc4ccc(C)c(C)c4)ccc3o2)cc1
-1%[76.3 µM]	9%[46 µM]	CCOc1ccccc1NS(=O)(=O)c1ccc2c(c1)CC(C)N2C(=O)C1CCC1 (stereo not given)
16%[76.3 µM]	?	CCOc1ccc(C(=O)Nc2ccc3nc(SCC(=O)N4CCc5ccccc54)sc3c2)cc1
10%[76.3 µM]	3%[46 µM]	CCn1cc2c(n1)-c1c(oc(C(=O)Nc3ccc(Br)cc3F)c1C)CC2

Source: PubChem BioAssay (National Center for Advancing Translational Sciences (NCATS))

The list is partial (hit frequency here may not be typical).
